# MEX-5 binding: C. elegans MEX-5 TCR-2 RNA binding activity | MEX-5/FITC-TCR2 RNA binding, fluorescence polarization; hits give low values | activity score (negative = inhibition of binding), % at 10 µM | 300,000 compounds, 0.38% hits;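 active = inhibition past about -25% in most replicates, and total fluorescence under double the plate's negative control median, limit read from the data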;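 also: 0% = DMSO and -100% = 5 µM competing unlabeled TCR2 RNA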
# GRK2 aptamer HTS: blocks RNA aptamer binding to human GRK2. 330,000 compounds, 0.59% hits. P25098. AID 488847. bead flow cytometry, FAM-aptamer displacement from GRK2. inhibition of aptamer binding, % at 10 µM;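 active = inhibition of aptamer binding above 40%, roughly 3 SD of noise, on plates passing a quality check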;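 also: median bead fluorescence of bound FAM aptamer so fluorescent compounds give negative values; no value below 0 was filed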
# GLD-1 TGE inh: GLD-1-TGE RNA interaction inhibition (C. elegans); purified GLD-1 + fluorescein TGE RNA, fluorescence polarization; inhibition, % at 5.96 µM; 320,000 compounds, 0.44% hits; AID 2280;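 active = percent inhibition above a per-plate cutoff, the plate mean of test compounds plus 3 SD, cut at about 30% in these data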;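 also: 0% = DMSO wells with GLD-1 and probe and 100% = wells lacking GLD-1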
# PME-1 inh: blocks human protein phosphatase methylesterase 1; recombinant PME-1, FP-Rh probe fluorescence polarization; inhibition, % at 5.9 µM; AID 2130; Q9Y570; 320,000 compounds, 0.53% hits;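 active = inhibition above the campaign mean of all compounds plus 3 SD, cut at about 26% in these data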;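 also: competitive labeling of PME-1 active site by serine hydrolase directed probe; 0% = PME-1 with DMSO and 100% = wells lacking PME-1 enzyme; inhibitors block probe labeling so polarization falls and inhibition rises; many of its hits are not listed in these tables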
# VLA-4 inh: inhibition in a human VLA-4 binding assay; VLA-4 expressing cells, ligand binding flow cytometry; P13612; 330,000 compounds, 0.2% hits; inhibition, % (about 7 µM as worked out from the volumes in the protocol); in the data active = inhibition above about 50%
# Target sequence (P13612 whole entry, looked up): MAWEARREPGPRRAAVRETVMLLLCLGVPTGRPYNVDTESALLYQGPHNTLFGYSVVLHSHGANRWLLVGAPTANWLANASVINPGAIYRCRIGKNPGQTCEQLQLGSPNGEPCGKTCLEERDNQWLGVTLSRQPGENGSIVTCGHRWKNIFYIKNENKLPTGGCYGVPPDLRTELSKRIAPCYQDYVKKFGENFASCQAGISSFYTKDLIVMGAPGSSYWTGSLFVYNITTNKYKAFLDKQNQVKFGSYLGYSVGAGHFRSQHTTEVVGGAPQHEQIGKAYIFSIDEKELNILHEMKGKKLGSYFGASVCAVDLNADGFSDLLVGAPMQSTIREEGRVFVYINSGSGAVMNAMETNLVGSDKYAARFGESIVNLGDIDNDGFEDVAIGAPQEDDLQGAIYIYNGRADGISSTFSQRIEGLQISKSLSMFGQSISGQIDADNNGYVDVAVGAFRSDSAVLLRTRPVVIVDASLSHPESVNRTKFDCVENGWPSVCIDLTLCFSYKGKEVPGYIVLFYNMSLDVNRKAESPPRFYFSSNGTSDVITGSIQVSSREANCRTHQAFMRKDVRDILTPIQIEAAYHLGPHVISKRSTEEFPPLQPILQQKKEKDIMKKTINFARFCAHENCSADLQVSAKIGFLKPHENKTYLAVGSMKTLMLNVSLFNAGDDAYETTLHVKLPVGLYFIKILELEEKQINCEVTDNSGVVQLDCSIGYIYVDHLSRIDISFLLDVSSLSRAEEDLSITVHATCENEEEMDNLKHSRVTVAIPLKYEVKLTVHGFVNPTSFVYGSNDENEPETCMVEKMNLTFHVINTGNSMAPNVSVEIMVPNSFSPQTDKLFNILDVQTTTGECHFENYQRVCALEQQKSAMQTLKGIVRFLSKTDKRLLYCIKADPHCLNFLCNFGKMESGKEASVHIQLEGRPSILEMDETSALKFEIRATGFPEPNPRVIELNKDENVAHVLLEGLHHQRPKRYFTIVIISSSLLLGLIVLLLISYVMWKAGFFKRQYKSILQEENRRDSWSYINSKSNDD
# BCLXL inh: blocks human Bcl-xL binding to Bim BH3 peptide. GST-Bcl-xL / FITC-Bim BH3 peptide fluorescence polarization. inhibition, % at 10.9 µM. AID 2129. 320,000 compounds, 0.7% hits;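 active = inhibition above the mean of all tested compounds plus 3 SD, cutoff set per campaign, cut at about 30% in these data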;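 also: 0% = DMSO wells and 100% = unlabeled Bim-BH3 peptide competitor; inhibitors lower millipolarization by displacing the labeled peptide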
# MCL1-BIM inh: MCL1-BIM-BH3 interaction inhibition (human); GST-MCL1 / FITC-Bim-BH3 fluorescence polarization; inhibition, % at 10.9 µM; AID 2057; 320,000 compounds, 0.68% hits;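 active = inhibition above the mean inhibition of all tested compounds plus 3 SD, set per campaign, cut at about 40% in these data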;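 also: 0% = DMSO wells and 100% = unlabeled Bim-BH3 peptide control; higher means more loss of mP so more displacement of Bim peptide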
# Fam108B inh: blocks mouse Fam108B hydrolase in RBBP9 counter-screen; 300,000 compounds, 0.33% hits; inhibition, % at 9.51 µM; recombinant Fam108B, FP-Rh probe fluorescence polarization;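 active = inhibition above the screen mean inhibition plus 3 SD, computed separately per campaign, cut at about 18% in these data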;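 also: inhibitors lower polarization as less probe binds the enzyme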
# Efflux pump mplx: antifungal efflux pump inhibition, Nile Red retention; S. cerevisiae Candida pump triplex; inhibition, % at 10 µM; 330,000 compounds, 0.44% hits;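 active = plate passing quality check with inhibition over a set limit, or well fluorescence over plate mean plus 4 SD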;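 also: Nile Red retained in pooled yeast measured as flow cytometry median fluorescence; 0% = buffer negative control and 100% = Enniatin B positive control; higher means more Nile Red kept so more efflux inhibition; some compounds called inactive have numbers as strong as hits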
# Active calls of the source: *; . = not tested or not shown.
SMILES,MEX-5 binding,GRK2 aptamer HTS,GLD-1 TGE inh,PME-1 inh,VLA-4 inh,BCLXL inh,MCL1-BIM inh,Fam108B inh,Efflux pump mplx
ONC(=Nc1cccc(C(F)(F)F)c1)c1cccnc1,0.2,2.0,5.0,-2.8,24.8,-1.0,-2.9,-3.5,-0.1
CC1CCC(C(C)C)C(OC(=O)CSc2nnc(N)s2)C1 (stereo not drawn),.,4.0,-1.8,-5.6,-0.1,0.0,-5.2,-2.0,-0.2
COc1ccc(S(=O)(=O)N2CCCCC2)cc1NC(=S)Nc1cccc(Cl)c1C,-0.3,1.0,-5.1,2.0,14.8,-3.7,1.4,-1.6,-0.7
CCOC(=O)COc1ccc(S(=O)(=O)N2CCN(c3ccccc3)CC2)cc1,1.9,0.0,-0.6,1.4,13.9,-2.5,-0.9,-0.5,0.1
Cc1nn(C(C)C(=O)c2cccc(Cl)c2)c(C)c1[N+](=O)[O-] (stereo not drawn),-2.8,0.0,3.1,0.8,3.4,1.1,3.2,2.3,0.0
CCC(CC)NC(=O)c1ccc(NS(=O)(=O)c2ccc3[nH]c(=O)[nH]c3c2)cc1,1.2,1.0,-17.2,1.5,-2.4,0.0,-3.6,-3.3,0.0
CCNC(=O)CC1C(=O)N(c2ccc(F)cc2)C(=O)N1Cc1ccc(OC)cc1 (stereo not drawn),-0.8,0.0,6.4,4.1,-0.4,-0.2,-1.3,-0.9,-0.1
CCOC(=O)N1CCN(S(=O)(=O)c2ccc(OC)c(C(=O)N3CCCCC3)c2)CC1,0.9,0.0,4.8,2.9,12.7,2.4,-0.9,0.4,-0.4
O=C(NCN1C(=O)C2C3C=CC(C3)C2C1=O)Nc1nncs1 (stereo not drawn),1.4,0.0,3.1,-2.1,0.7,2.8,2.5,0.1,-0.2
CC(O)Cn1c(N2CCCC2)nc2c1c(=O)n(C)c(=O)n2C (stereo not drawn),0.5,0.0,1.1,1.9,4.1,7.1,-1.8,-1.1,-0.1
COc1cc2[nH]c(=O)n(CCC(=O)N3CC=C(c4ccccc4)CC3)c(=O)c2cc1OC,3.5,0.0,3.4,-4.5,-0.1,1.4,-2.7,-6.4,-0.2
CC(C)n1cnc2c(Nc3cccc(Cl)c3)nc(NCCCO)nc21,-0.2,0.0,-5.7,5.0,5.2,3.1,-1.9,0.5,0.1
COc1ccc(CNc2n[nH]c(NCc3ccc(OC)c(OC)c3)n2)cc1OC,1.3,0.0,4.0,-1.8,22.2,4.1,4.7,6.6,-0.1
COc1ccccc1C(=O)NC(CCSC)C(=O)NC1CC1 (stereo not drawn),.,0.0,4.2,.,10.7,.,.,.,0.3
N/C(CSc1nc(-c2ccccc2)c(-c2ccccc2)o1)=N\O,-5.8,0.0,3.5,-7.1,-11.2,-7.4,-4.9,0.5,0.0
CCC(=O)N(c1ccc(C(=O)O)cc1)c1nc(-c2ccc(OC)cc2)c(C)s1,-0.7,2.0,-1.7,-2.5,6.7,1.9,0.8,-1.2,0.0
CCCCCCCCOC(=O)C[N+](C)(C)C/C=C(/C)Cl,1.1,0.0,3.4,1.3,8.7,6.3,11.0,2.5,0.1
CC(C)(CO)Nc1nc(Cl)nc(NC2CCCCC2)n1,-1.2,2.0,-2.0,1.2,-0.4,3.5,3.7,1.4,0.1
Cc1ccc2[nH]c(-c3ccccc3)c(CN3CCCC3)c(=O)c2c1,-1.6,0.0,6.1,1.4,-1.5,2.7,0.9,1.0,0.0
CCOc1ccccc1NC(=O)NC1Cc2ccccc2C1,2.4,5.0,1.7,-1.8,3.4,2.0,8.7,-4.6,-0.1
O=C(COc1ccc(Cl)cc1)Nc1ccccc1CO,-1.6,9.0,-0.6,-13.0,-3.6,4.4,1.9,-4.6,-0.2
CSc1nc(C)c(C(=O)C[n+]2ccccc2)cc1C#N,-2.3,94.0*,7.8,-1.9,3.0,9.2,6.1,-2.6,0.0
CCN(CC)C(=O)OCCc1cc2ccccc2c(=O)o1,.,0.0,-8.6,7.5,2.7,3.8,3.9,.,-0.3
CCN(C=NC1=NN(c2cccc(C(F)(F)F)c2)CC1)CC,-0.8,1.0,0.5,-0.4,21.9,7.9,6.8,8.0,-0.2
CC(=O)N1CCOc2ccc(S(=O)(=O)N3CCC(C(=O)Nc4ccc(C)cc4C)CC3)cc21,0.8,3.0,3.5,0.1,18.4,3.3,6.1,-2.5,0.1
Cc1ccc(-n2nc(-c3cccs3)cc2C(=O)NCC2CCCO2)c(C)c1 (stereo not drawn),0.2,1.0,2.5,-3.5,7.9,3.3,2.9,-3.3,0.2
Cc1ccc(NC(=O)CN(C)C(=O)CCOc2ccccc2C)cc1,-0.9,0.0,0.1,0.4,16.9,3.6,-0.3,-3.5,-0.1
NS(=O)(=O)c1ccc(CCNC(=O)CCc2ccccc2)cc1,6.0,1.0,4.8,-0.1,-0.8,-6.0,1.0,0.3,0.0
O=C(N/N=C/c1ccc(OC(=O)c2ccccc2)c([N+](=O)[O-])c1)c1ccc(O)cc1,-2.3,0.0,-1.9,-1.2,-4.5,2.6,3.5,1.6,-0.3
COc1ccc2nc(SC(C(=O)c3ccccc3)c3ccccc3)nc(C)c2c1 (stereo not drawn),2.2,0.0,-0.2,-9.6,-2.6,3.4,-0.1,-7.0,0.1
COc1ccc(CCN2CC(C(=O)NCCc3ccccc3)CC2=O)cc1OC (stereo not drawn),1.2,3.0,1.2,-0.2,0.1,3.5,3.9,2.3,0.1
Cc1nc2c(-c3ccccc3)c(C)nn2c(SCC(N)=O)c1Cc1ccccc1,-2.3,0.0,5.2,-0.7,-0.1,6.4,8.6,3.8,0.2
COc1ccc([N+](=O)[O-])cc1NC(=O)c1ccccc1SC,0.4,0.0,-3.3,7.9,7.2,1.6,2.3,1.6,-0.1
COc1cc(OC)cc(C(=O)N2CCN(S(C)(=O)=O)CC2)c1,-0.9,0.0,3.5,2.2,5.4,4.2,3.3,-2.6,-0.1
COc1ccc(S(=O)(=O)Cc2ccc(C(=O)NCc3ccc(C)cc3)o2)cc1,1.2,3.0,-3.1,6.8,1.2,5.5,3.5,-5.1,-0.1
CC1CCN(CC(=O)Nc2ccc(Br)cc2[N+](=O)[O-])CC1,-0.3,1.0,4.0,2.2,-3.1,2.2,-2.4,3.3,0.1
O=C(N/N=C/c1ccccn1)C(O)c1ccccc1 (stereo not drawn),-1.1,1.0,0.6,-7.8,4.5,1.2,4.5,2.8,-0.1
COc1ccc(CCNC(=O)CN2C(=O)c3ccccc3S2(=O)=O)cc1,3.0,1.0,2.7,2.5,2.8,-2.7,1.0,-4.5,0.0
O=C(CN1C(=O)NC2(CCCC2)C1=O)N1CCN(S(=O)(=O)c2ccc(Cl)cc2)CC1,-0.7,2.0,4.3,-3.7,10.7,-1.5,-5.8,0.2,0.0
CC(=O)C(=Cc1cn(-c2ccccc2)nc1-c1ccccc1)C(C)=O,3.1,1.0,-6.6,8.1,-14.1,-7.2,-16.7,3.4,-0.2
Cc1ccc(C)c(S(=O)(=O)N2CCN(C(=O)/C=C/c3ccco3)CC2)c1,.,0.0,5.1,11.8,8.5,1.8,7.9,.,-0.1
COc1ccc(C2=NN(C(=O)CSc3nc4ncc(Cl)cc4[nH]3)C(c3ccco3)C2)cc1 (stereo not drawn),5.0,0.0,-16.0,-2.9,3.0,-8.6,-11.1,-2.1,0.3
COc1ccc(NC(=O)CSc2nnc(C)c(=O)n2N)cc1,-0.8,0.0,-6.7,3.8,-4.5,3.5,4.4,1.5,0.0
CN(CC(=O)Nc1ccccc1Br)C(=O)c1ccccc1OCc1ccc(F)cc1,.,0.0,3.2,7.9,-7.7,-0.5,-8.3,.,-0.3
COCCNC(=O)c1ccc2c(c1)ncn2-c1ccc(F)c(F)c1,-0.9,0.0,3.9,1.3,15.5,3.8,-2.6,3.0,0.0

# Reformatted with tabs: part of the list above
compound	MEX-5 binding	GRK2 aptamer HTS	GLD-1 TGE inh	PME-1 inh	VLA-4 inh	BCLXL inh	MCL1-BIM inh	Fam108B inh	Efflux pump mplx
COc1ccc(NC(=O)CSc2nnc(C)c(=O)n2N)cc1	-0.8	0.0	-6.7	3.8	-4.5	3.5	4.4	1.5	0.0
CN(CC(=O)Nc1ccccc1Br)C(=O)c1ccccc1OCc1ccc(F)cc1	.	0.0	3.2	7.9	-7.7	-0.5	-8.3	.	-0.3

# The list goes on:
SMILES,MEX-5 binding,GRK2 aptamer HTS,GLD-1 TGE inh,PME-1 inh,VLA-4 inh,BCLXL inh,MCL1-BIM inh,Fam108B inh,Efflux pump mplx
O=C(Cn1cc2c(n1)CCCC2)NCc1cccnc1,1.9,0.0,-3.8,0.8,13.7,3.6,-1.7,-0.7,-0.2
COc1cccc(NC(=O)N2CCCc3ccccc32)c1,1.5,0.0,6.0,-0.4,27.3,5.1,9.1,-1.1,-0.1
CCOC(=O)N1CCN(c2nc(C)c3c(n2)CC(C)CC3=O)CC1 (stereo not drawn),0.5,0.0,2.0,-2.3,52.7*,2.8,5.5,-3.9,0.2
O=C(Nc1ccccc1C(=O)Nc1ccccc1)c1ccccc1Br,-0.8,0.0,2.3,3.8,1.8,3.2,2.1,-1.0,0.0
CN(CCO)c1cc(Sc2nc3ccccc3s2)c2nonc2c1[N+](=O)[O-],-1.2,2.0,12.7,3.5,-18.9,12.9,6.8,3.3,0.1
COc1cccc(OCCNC(=O)c2cccc(OC)c2)c1,1.2,1.0,-2.4,2.5,5.0,1.8,-8.6,0.9,-0.1
Cc1ccccc1-n1nnnc1SC1CCOC1=O (stereo not drawn),1.9,0.0,5.6,-5.2,-4.4,3.1,-1.4,0.0,-0.1
COc1ccc(NC(=O)CN2C(=O)COc3ccc(S(=O)(=O)N4CCCCC4)cc32)c(OC)c1,-1.4,0.0,3.2,1.3,-4.9,-2.7,-0.1,-1.6,0.2
O=C(NNC1CC(=O)N(c2ccccc2)C1=O)c1cccnc1 (stereo not drawn),-0.6,0.0,8.6,-5.7,14.1,3.3,5.2,7.7,-0.4
N=c1n(CCN2CCCCC2)c2ccccc2n1CC(O)COc1ccccc1 (stereo not drawn),0.2,0.0,-4.3,-0.4,1.5,-2.1,3.8,-4.1,-0.1
COc1ccc(C(=O)NC(=S)N2CCC(C)CC2)cc1Br,-3.2,0.0,-0.6,0.8,-22.2,5.8,8.9,7.5,-3.5
COc1ccc(C(=O)c2ccccc2Cl)cc1,-1.5,0.0,-1.7,2.1,1.4,2.4,-4.6,2.7,0.0
CC(C)c1ncc(S(=O)(=O)c2ccc(C(F)(F)F)cn2)c(N)n1,1.4,0.0,-2.3,-4.1,10.8,-5.2,-5.0,-0.6,0.0
Cn1ncc(Cl)c1C(=O)N1CCN(S(=O)(=O)c2ccc(F)cc2)CC1,-1.9,1.0,4.4,4.0,6.9,5.9,-3.7,-2.9,0.0
Cc1nc(-c2ccccc2)ccc1C(=O)O,1.2,0.0,-2.0,4.1,18.0,3.4,-1.4,0.1,-0.2
COCCNC(=O)C(=O)Nc1ccc(Br)cc1,0.1,4.0,2.8,1.7,0.3,5.5,4.0,-1.1,0.0
COc1cccc(/C=C2\Oc3cc(OCC(=O)N4Cc5ccccc5C[C@H]4C(=O)O)ccc3C2=O)c1,-5.3,10.0,4.7,-6.0,2.8,-3.1,-11.8,-8.8,0.5
CCOC(=O)c1ccc(NC(=O)NCc2cccnc2)cc1,0.8,2.0,3.7,-2.4,-11.8,3.9,5.5,-2.2,-0.5
Cc1ccccc1CNS(=O)(=O)c1c(C(=O)N2CCCCC2)c(C)n(C)c1C,2.5,0.0,0.4,-2.0,7.2,0.4,3.9,3.3,-0.1

# Screening data from PubChem.

# The list is partial; rates above refer to the full screens.
